Compound activity from PubChem.
TDP2 absorb: blocks human TDP2 phosphodiesterase activity; recombinant TDP2, T5PNP hydrolysis, p-nitrophenol absorbance 415 nm; inhibition, % at 12.8 µM; hit rate 0.34% among 370,000; AID 720702;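 active means inhibition above the mean of all tested compounds plus 3 SD, set per campaign, cut at about 25% in these data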;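 further: 0% = DMSO with enzyme and 100% = buffer with substrate but no TDP2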
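System – recombinant human TDP2 · Quantity – TDP2 enzyme at 120 nM final · Doses – single concentration, 12.8 µM nominal, with 1% DMSO · Incubation – 2 h at 37 °C · Measured by – epi absorbance of p-nitrophenol freed from T5PNP by hydrolysis · Read-out – % inhibition relative to enzyme-containing and enzyme-free wells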
ABHD4 inh: ABHD4 (mouse) inhibition, primary FP screen; purified mABHD4, FP-Rh probe fluorescence polarization; hit rate 0.54% among 370,000; AID 720543; inhibition, % at 8.92 µM;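 active means inhibition exceeding the mean over every tested compound plus 3 SD, cut at about 30% in these data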;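 further: 0% = plate median of compound wells and 100% = S159A mutant with DMSO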
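Assay system: wild-type mouse ABHD4 protein; compound: single nominal dose of 8.92 µM, 0.89% DMSO final; schedule: 45 min + 60 min at 25 °C; measured by: FP readout, ex 525 nm / em 598 nm; evaluation: % inhibition of FP-Rh probe binding versus controls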
TCR CD3 inh: blocks the human TCR-CD3 interaction. TAMRA-labeled TCR probe fluorescence, biochemical. inhibition, % at 9.4 µM. hit rate 0.37% among 360,000; in the data active means inhibition above about 19%;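 further: recombinant mutant TCR 2C K166C tagged with TAMRA read by polarization; 0% = receptor in buffer alone and 100% = receptor with positive control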
UHRF1 binding: blocks human UHRF1 binding to methylated DNA. inhibition, % at 4.4 µM. UHRF1 binding to methylated oligo, TR-FRET. hit rate 0.75% among 370,000. AID 687016; in the data active means inhibition above about 21%;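 further: UHRF1 SRA domain binding a hemimethylated CpG hairpin DNA probe; 0% = median of test compound wells and 100% = reference inhibitor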
Target sequence (Q96T88 whole entry, looked up, the tested form may be a part): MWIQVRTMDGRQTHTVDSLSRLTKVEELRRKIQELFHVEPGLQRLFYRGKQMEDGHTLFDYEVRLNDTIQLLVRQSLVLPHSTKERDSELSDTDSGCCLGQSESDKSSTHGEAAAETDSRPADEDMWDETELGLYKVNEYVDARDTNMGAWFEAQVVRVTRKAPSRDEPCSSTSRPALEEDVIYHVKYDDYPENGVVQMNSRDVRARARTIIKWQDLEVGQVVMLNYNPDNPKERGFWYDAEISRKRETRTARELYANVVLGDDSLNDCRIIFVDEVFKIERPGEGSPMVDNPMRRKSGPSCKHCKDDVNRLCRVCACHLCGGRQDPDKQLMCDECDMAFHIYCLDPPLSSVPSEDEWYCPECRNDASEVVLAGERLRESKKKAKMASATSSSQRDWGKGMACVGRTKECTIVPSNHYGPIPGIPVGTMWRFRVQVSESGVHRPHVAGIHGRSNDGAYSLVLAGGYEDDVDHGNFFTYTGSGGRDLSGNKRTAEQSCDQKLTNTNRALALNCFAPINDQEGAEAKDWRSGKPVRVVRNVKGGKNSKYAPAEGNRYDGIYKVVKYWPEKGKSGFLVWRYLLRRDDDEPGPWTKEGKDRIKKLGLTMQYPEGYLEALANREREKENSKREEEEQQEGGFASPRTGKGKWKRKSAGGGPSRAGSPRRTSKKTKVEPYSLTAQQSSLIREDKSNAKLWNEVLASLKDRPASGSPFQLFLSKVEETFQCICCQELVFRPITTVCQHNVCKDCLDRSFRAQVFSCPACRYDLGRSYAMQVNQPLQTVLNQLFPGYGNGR
SIAE primary: inhibitors of human sialic acid acetylesterase SIAE | inhibition, % at 9.66 µM | AID 1053197 | hit rate 0.69% among 370,000 | SIAE FP-Rh probe binding, fluorescence polarization;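 active means inhibition above a cutoff: mean of compounds within the control limits plus 3 SD of those, cut at about 17% in these data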;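 further: 0% = plate median of compound wells and 100% = probe without SIAE protein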
PG9 binder: binds the HIV-1 gp120 antibody PG9 | TR-FRET gp120-PG9 antibody binding | inhibition, % at 6.7 µM | hit rate 0.43% among 360,000; in the data active means inhibition above about 8.5%
Tn7 DDE FP: disrupts Tn7 cyclic peptide binding to fibrin D-Dimer-E complex; FP displacement of FITC-Tn7 peptide from fibrin DD(E); 0% = median of compound wells per plate; inhibition, % at 8.3 µM; P02675; hit rate 0.13% among 370,000;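 active means inhibition above the mean of compounds falling within the control limits plus 3 SD of them, cut at about 14% in these data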;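 further: 0% = plate median of compound wells and 100% = 10 µM Aha-Tn7 peptide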
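Assay system: Human fibrin DD(E) protein | Medium: Tris buffer with calcium and detergent, pH 7.8 | Reagent: 0.1 µM fluorescent Tn7 | Compound dosing: Single point at 8.3 µM | Times: 10 min preincubation, 3 h with tracer, room temperature | Detection: Fluorescence polarization of the labelled Tn7 tracer | Controls: Aha-Tn7 high control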
PRMT1 inh: PRMT1 (human) inhibition, primary screen. inhibition, % at 2.79 µM. AID 652257. recombinant PRMT1, activity-based probe fluorescence polarization. Q99873. hit rate 1.3% among 370,000;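 active means inhibition above about 21% made by adding two undisclosed values, limit read from the data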
LEDGF integ inh: blocks HIV-1 LEDGF/p75-dependent DNA integration; TR-FRET IN-LEDGF/p75 DNA integration, Eu/Cy5; inhibition, % at 3.7 µM; hit rate 0.64% among 370,000;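 active means inhibition above the screen-wide mean plus 3 SD, cut at about 13% in these data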;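 further: signal is the Cy5 over europium emission ratio at 671 and 618 nm; 0% = plate median of compound wells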
HTRA1 inhibitor: inhibitors of human serine peptidase HTRA1; recombinant HTRA1, FP-rhodamine activity-based probe, fluorescence polarization; inhibition, % at 5.96 µM; hit rate 0.5% among 340,000; in the data active means inhibition above about 36%;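 further: 0% = enzyme with DMSO and 100% = wells lacking enzyme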
Active calls of the source: *; x = not tested or not shown.

A first look:
Results follow in this order: TDP2 absorb	ABHD4 inh	TCR CD3 inh	UHRF1 binding	SIAE primary	PG9 binder	Tn7 DDE FP	PRMT1 inh	LEDGF integ inh	HTRA1 inhibitor
Cc1ccc(S(=O)(=O)N2CCOCC2)cc1NC(=O)CSCc1c(C)noc1C
→ -3	6	0	-1	0	0.6	-3	-4	-4	1
CC(C)(C)NC(=O)Cn1cnc([N+](=O)[O-])n1
→ 1	0	1	-2	3	2.5	8	1	1	2
O=C(Nc1ccc2c(c1)OCCO2)c1cnc2ccccn2c1=O
→ 2	-14	6	-2	-1	-0.3	8	-1	-1	15

Main list (from the top)
Results follow in this order: TDP2 absorb	ABHD4 inh	TCR CD3 inh	UHRF1 binding	SIAE primary	PG9 binder	Tn7 DDE FP	PRMT1 inh	LEDGF integ inh	HTRA1 inhibitor
Cc1ccc(S(=O)(=O)N2CCOCC2)cc1NC(=O)CSCc1c(C)noc1C
→ -3	6	0	-1	0	0.6	-3	-4	-4	1
CC(C)(C)NC(=O)Cn1cnc([N+](=O)[O-])n1
→ 1	0	1	-2	3	2.5	8	1	1	2
O=C(Nc1ccc2c(c1)OCCO2)c1cnc2ccccn2c1=O
→ 2	-14	6	-2	-1	-0.3	8	-1	-1	15
O=C(NCc1cccs1)c1cc(-c2ccc(O)cc2)on1
→ -7	-8	-2	-1	-4	-1.5	0	-5	2	-10
CCN(CC)CCCNc1cc(C)nc2cc(-c3cccs3)nn12
→ 7	-1	6	3	0	-1.3	2	-2	-1	1
Cc1cc(NC(=O)Nc2cc(C)nn2-c2ccccc2)n(-c2ccccc2)n1
→ 5	3	0	1	1	0.7	4	0	-1	0
CC(C)CC(=O)N(Cc1ccc(F)cc1)C1CCS(=O)(=O)C1 (configuration not stated)
→ 8	3	-5	-1	0	-0.2	8	1	0	7
COc1cc(OC)cc(C(=O)OCC(=O)Nc2ccc(N3CCCCC3)cc2)c1
→ -2	5	2	-2	5	-1.4	4	0	-3	-3
NC(=O)[C@@H]1CCOc2c(F)cc([N+](=O)[O-])cc2C(=O)N[C@@H](CO)C(=O)NCC(=O)N1
→ 2	8	5	0	-4	-0.6	-5	-2	-1	-1
Cc1nn(-c2ccc(Cl)cc2)c2[nH]c(CCl)cc(=O)c12
→ -14	4	2	-2	-1	-0.4	-4	-2	0	-7
Cc1ccc([C@@H]2CC=C(C(=O)O)[C@H](c3cccc(F)c3)N2S(=O)(=O)c2ccccc2C)cc1
→ 4	6	9	-4	0	0.4	6	-1	4	-16
COC(=O)CSc1nc2ccccc2c(=O)n1Cc1ccccc1
→ -15	-4	-11	0	-2	-1.0	-5	0	5	6
COc1ccc(-c2csc3nc(C)nc(N4CCN(c5ccc(C(C)=O)cc5)CC4)c23)cc1OC
→ 3	-5	-3	-2	5	-0.4	10	1	-1	-6
COc1cc2cnc(-c3ccccc3)c(-c3cc(OC)c(OC)c(OC)c3)c2cc1OC
→ -10	-5	1	3	1	-0.8	-2	-1	-2	-12
Cc1cc(NC(=O)COC(=O)C(Nc2ccc(C(F)(F)F)cc2Cl)C(C)C)no1 (configuration not stated)
→ 1	-29	-11	-2	0	1.9	-5	-1	4	-61
Cc1ccccc1C(=O)OC(C)C(=O)NCc1ccc2c(c1)OCO2 (configuration not stated)
→ -5	-5	-3	-1	-5	-2.7	-3	-3	0	4
S=C(NCCN1CCOCC1)N/N=C/c1c2ccccc2cc2ccccc12
→ -9	-2	-3	-2	4	-7.7	0	0	1	-9
CC1(C(=O)Nc2cnc3ccccc3c2)CCN1Cc1ccc(OC(F)(F)F)cc1 (configuration not stated)
→ -3	-15	4	-2	0	0.9	3	2	-2	x
CCOC(=O)C1=C(CS(=O)(=O)c2ccc(F)c(C)c2)NC(=O)NC1c1ccc(O)c(O)c1 (configuration not stated)
→ -12	5	8	4	-2	0.2	1	2	3	31
N#Cc1c(-c2cccs2)cc(C2CC2)nc1SCC(N)=O
→ -9	6	5	-3	-7	8.7*	6	3	-4	-5
Cc1[nH]c2ccccc2c1C(=O)CSc1nc2ncc(Cl)cc2[nH]1
→ 0	-3	2	0	-111	1.4	5	-4	2	-13
CCOc1ccc(C(=O)OCC(=O)NC(C)C)cc1
→ 2	-7	-5	0	0	-2.2	5	-4	5	6
Cc1ccc(NC(=O)CSCC(=O)Nc2ccc(S(=O)(=O)N3CCOCC3)cc2)cc1
→ -11	5	7	-2	4	-1.2	4	3	0	-18
CCn1c(SCC(=O)c2cc(C)n(-c3ccc(C(=O)OC)cc3)c2C)nnc1-c1cccnc1
→ 4	2	-2	1	-1	-0.8	-2	2	0	-13
CCOc1ccc(C/C(N)=N/n2cnnc2)cc1
→ 3	9	2	0	-2	-2.3	-2	0	0	3
CC1CCN(C(=O)CCNS(=O)(=O)c2ccc(Cl)cc2)CC1
→ -7	7	-2	1	-6	2.3	2	5	-3	-3
COc1ccc(N(C(=O)c2ccc(Br)o2)C2C=CS(=O)(=O)C2)cc1 (configuration not stated)
→ -12	-4	-14	6	-2	-0.8	6	5	0	2
O=C1c2ccccc2NC(c2cc(Cl)cc(Cl)c2O)N1Cc1cccnc1 (configuration not stated)
→ 6	1	1	0	8	-0.7	1	-2	2	6
O=C(CCc1ccccc1F)N1CCN(c2ccccc2)CC1
→ 2	-3	5	1	3	0.9	-2	-1	-3	6
O=C(Nc1ccccc1Cl)Nc1ccnn1C1CCN(C(=O)C2CCOC2)CC1 (configuration not stated)
→ -12	7	7	0	7	-0.3	1	2	-1	3

Single records, as listed above. Values in the order: TDP2 absorb	ABHD4 inh	TCR CD3 inh	UHRF1 binding	SIAE primary	PG9 binder	Tn7 DDE FP	PRMT1 inh	LEDGF integ inh	HTRA1 inhibitor
CCN(CC)CCCNc1cc(C)nc2cc(-c3cccs3)nn12 is listed with 7	-1	6	3	0	-1.3	2	-2	-1	1
Cc1cc(NC(=O)COC(=O)C(Nc2ccc(C(F)(F)F)cc2Cl)C(C)C)no1 (configuration not stated) is listed with 1	-29	-11	-2	0	1.9	-5	-1	4	-61
Cc1[nH]c2ccccc2c1C(=O)CSc1nc2ncc(Cl)cc2[nH]1 is listed with 0	-3	2	0	-111	1.4	5	-4	2	-13

(further entries)
Results follow in this order: TDP2 absorb	ABHD4 inh	TCR CD3 inh	UHRF1 binding	SIAE primary	PG9 binder	Tn7 DDE FP	PRMT1 inh	LEDGF integ inh	HTRA1 inhibitor
CC1CCN(C2=NC(=O)/C(=C/c3cn[nH]c3-c3ccccc3)S2)CC1
→ 6	10	-4	-2	-6	-3.2	1	1	-6	-11
N#Cc1ccc(OCC(O)CN2CCN(CC(O)COc3ccc(C#N)cc3)CC2)cc1 (configuration not stated)
→ 17	4	0	0	-4	-2.4	-2	-2	1	-1
CCOC(=O)Cc1csc(NC(=O)c2cccs2)n1
→ -1	-1	7	7	-3	-2.1	-9	1	1	0
CCCC(=O)c1cc(F)c(N2CCN(S(=O)(=O)c3ccccc3)CC2)cc1C
→ -4	5	-5	4	-2	0.8	-8	1	3	-11
C[C@H]1CCC[C@]2(O[C@H](CCO)C[C@@H](O)[C@@H]2O)O1
→ 2	9	3	-2	-7	1.2	-1	-2	0	-1
Cc1cc([N+](=O)[O-])nn1CC(=O)Nc1cnc2ccccc2c1
→ -9	1	-3	1	-3	0.7	-9	5	-3	13
O=C(O)c1ccc(CSCc2ccccc2Cl)o1
→ 0	4	-4	0	9	-0.5	4	6	0	-2
CCOCCCNC(=O)/C(C#N)=C/c1ccc(C(=O)OC)cc1
→ 4	7	2	-2	7	-1.2	-1	-3	2	-3
CCCCc1c(O)nc(SCC(=O)N2CCOCC2)[nH]c1=O
→ -3	7	6	0	15	-0.6	3	-3	-1	-4
Cc1cccc(NC(=O)N2CCC(C(=O)c3ccc(F)cc3)CC2)c1
→ 0	-3	1	-2	-3	0.3	7	-4	0	-16
Cc1ccccc1NC(=O)Cn1c(=O)n(Cc2ccccc2)c(=O)c2c(C)c(C)sc21
→ 3	8	1	-3	-5	-0.7	10	3	-3	2
CCOC(=O)CNC(=O)/C(=C\c1ccc(F)cc1)NC(=O)c1ccccc1
→ -2	-7	6	1	0	-1.5	-2	-5	-2	-2
CCOC(=O)C(C)Sc1ccc2nnc(CCNS(=O)(=O)c3ccccc3)n2n1 (configuration not stated)
→ 9	-3	2	0	0	0.8	-7	0	-1	7
CC(=O)Nc1ccc2nc(NS(=O)(=O)c3ccc(C)cc3)sc2c1
→ 0	10	-11	1	6	-2.5	-1	7	-1	5
